PAFAH1B2 FP inh = PAFAH1B2 enzyme inhibitors, primary screen, biochemical, fluorescence polarization, human | 340,000 compounds, 1.2% hits | recombinant PAFAH1B2, FP-rhodamine activity probe | AID 492953, 2010 | inhibition, % at 3.39 µM;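 active = inhibition above the mean of all tested compounds plus 3 SD, cut at about 24% in these data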;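 also: 0% = enzyme with DMSO and 100% = wells lacking PAFAH1B2; many of its hits are not listed in these tables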
Target sequence (P68402 whole entry, looked up): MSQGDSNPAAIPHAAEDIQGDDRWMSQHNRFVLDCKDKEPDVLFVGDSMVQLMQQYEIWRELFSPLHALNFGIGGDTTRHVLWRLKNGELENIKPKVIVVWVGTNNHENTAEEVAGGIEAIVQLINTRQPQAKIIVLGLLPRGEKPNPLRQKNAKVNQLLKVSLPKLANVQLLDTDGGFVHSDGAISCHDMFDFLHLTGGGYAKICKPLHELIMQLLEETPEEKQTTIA
LYPLA2 counter = LYPLA2 inhibitors, primary screen, counter-screen for PME1 inhibitor project, biochemical, fluorescence polarization, FP-Rh probe ABPP | 320,000 compounds, 0.38% hits | AID 2177, 2009 | inhibition, % at 5.9 µM | recombinant LYPLA2;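 active = inhibition above the screen-wide mean plus 3 SD, limit set per campaign, cut at about 26% in these data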;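 also: 0% = LYPLA2 with DMSO and 100% = wells lacking LYPLA2 enzyme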
PAFAH2 FP inh = PAFAH2 enzyme inhibitors, primary screen, biochemical, fluorescence polarization, human | Platelet-activating factor acetylhydrolase 2, cytoplasmic (Homo sapiens), Q99487 | recombinant PAFAH2, FP-rhodamine activity probe | inhibition, % at 3.39 µM | 340,000 compounds, 0.99% hits;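 active = inhibition above the mean over all tested compounds plus 3 SD, cut at about 30% in these data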;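 also: inhibitors block probe labeling of enzyme so polarization drops; 0% = enzyme with DMSO and 100% = wells lacking PAFAH2 protein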
pPAFAH inh = pPAFAH enzyme inhibitors, primary screen, biochemical, fluorescence polarization, human; AID 463082, 2010; inhibition, % at 3.39 µM; Platelet-activating factor acetylhydrolase (Homo sapiens), Q13093; recombinant pPAFAH, FP-rhodamine probe fluorescence polarization; 330,000 compounds, 1.5% hits;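 active = inhibition above the mean inhibition across the screen plus 3 SD, cut at about 25% in these data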;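 also: inhibitors block binding of the rhodamine activity-based probe so polarization drops; 0% = enzyme with DMSO and 100% = wells lacking pPAFAH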
Target sequence (Q13093 whole entry, looked up): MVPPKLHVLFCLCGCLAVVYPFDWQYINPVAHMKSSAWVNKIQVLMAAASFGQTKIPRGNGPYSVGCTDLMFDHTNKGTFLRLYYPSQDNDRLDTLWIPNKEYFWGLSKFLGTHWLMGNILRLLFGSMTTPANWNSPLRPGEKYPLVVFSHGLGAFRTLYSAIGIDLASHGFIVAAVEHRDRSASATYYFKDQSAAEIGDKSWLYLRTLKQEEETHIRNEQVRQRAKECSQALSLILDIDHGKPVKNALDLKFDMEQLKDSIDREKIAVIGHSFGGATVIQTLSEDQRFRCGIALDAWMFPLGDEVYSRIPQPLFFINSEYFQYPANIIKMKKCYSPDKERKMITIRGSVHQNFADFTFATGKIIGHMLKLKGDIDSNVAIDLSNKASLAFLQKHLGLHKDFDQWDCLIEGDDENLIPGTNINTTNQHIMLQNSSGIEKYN
PME-1 primary = PME-1 inhibitors via competitive probe labeling, primary screen, biochemical, fluorescence polarization, FP-Rh probe, HTS | AID 2130, 2009 | 320,000 compounds, 0.53% hits | recombinant PME-1 | inhibition, % at 5.9 µM;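 active = inhibition above the campaign mean of all compounds plus 3 SD, cut at about 26% in these data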;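 also: competitive labeling of PME-1 active site by serine hydrolase directed probe; 0% = PME-1 with DMSO and 100% = wells lacking PME-1 enzyme; inhibitors block probe labeling so polarization falls and inhibition rises; many of its hits are not listed in these tables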
Target sequence (Q9Y570 whole entry, looked up): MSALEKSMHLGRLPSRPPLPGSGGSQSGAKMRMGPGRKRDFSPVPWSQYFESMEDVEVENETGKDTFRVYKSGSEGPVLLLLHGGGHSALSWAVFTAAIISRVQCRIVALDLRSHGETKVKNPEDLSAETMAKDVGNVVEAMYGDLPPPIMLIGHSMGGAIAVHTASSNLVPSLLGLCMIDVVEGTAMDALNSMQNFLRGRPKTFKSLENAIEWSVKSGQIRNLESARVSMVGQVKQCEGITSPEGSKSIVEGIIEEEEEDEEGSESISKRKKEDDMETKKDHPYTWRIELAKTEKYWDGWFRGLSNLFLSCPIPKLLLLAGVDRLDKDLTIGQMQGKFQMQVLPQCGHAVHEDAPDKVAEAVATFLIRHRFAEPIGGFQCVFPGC
LYPLA1 inh = LYPLA1 inhibitors, primary screen, counter-screen for PME1 inhibitor project, biochemical, fluorescence polarization, FP-Rh probe ABPP. Acyl-protein thioesterase 1 (Homo sapiens), O75608. recombinant LYPLA1. inhibition, % at 5.9 µM. 320,000 compounds, 0.16% hits. AID 2174, 2009;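 active = inhibition above the mean of all tested compounds plus 3 SD, set per campaign, cut at about 14% in these data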;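 also: inhibitors block serine hydrolase probe labeling of LYPLA1 so polarization falls; 0% = enzyme with DMSO and 100% = wells lacking LYPLA1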
PAD4 inh = human PAD4 inhibitors, primary screen, biochemical, fluorescence polarization, 1536-well format | recombinant PAD4, RCA probe fluorescence polarization | Protein-arginine deiminase type-4 (Homo sapiens), Q9UM07 | inhibition, % at 6.36 µM | 330,000 compounds, 0.41% hits;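 active = percent inhibition above a cutoff equal to the mean of all tested compounds plus 3 SD, cut at about 15% in these data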;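 also: 0% = PAD4 with RCA probe and DMSO and 100% = probe without PAD4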
GSTO1 counter = inhibitors of recombinant GSTO1, primary screen, counter-screen for RBBP9 inhibitor project, biochemical, fluorescence polarization; activity-based probe fluorescence polarization; inhibition, % at 5.96 µM; 300,000 compounds, 1.1% hits;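 active = inhibition above the campaign mean inhibition plus 3 SD, cut at about 35% in these data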;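 also: 0% = GSTO1-1 with DMSO and 100% = wells lacking GSTO1-1 enzyme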
PAFAH1B3 FP inh = PAFAH1B3 enzyme inhibitors, primary screen, biochemical, fluorescence polarization, human; Platelet-activating factor acetylhydrolase IB subunit alpha1 (Homo sapiens), Q15102; recombinant PAFAH1B3, FP-rhodamine probe; inhibition, % at 3.39 µM; 340,000 compounds, 0.28% hits;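 active = inhibition above the screen-wide average of all tested compounds plus 3 SD, cut at about 25% in these data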;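 also: 0% = enzyme with DMSO only and 100% = wells lacking PAFAH1B3 protein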
The depositor's hits bear a star; nt = not tested or not shown.

SMILES	PAFAH1B2 FP inh	LYPLA2 counter	PAFAH2 FP inh	pPAFAH inh	PME-1 primary	LYPLA1 inh	PAD4 inh	GSTO1 counter	PAFAH1B3 FP inh
CCc1ccc(NC(=O)COc2ccc(/C=C(/C#N)c3nc4ccccc4[nH]3)cc2OC)cc1	-1	-34	-15	11	-27	-24	-8	5	-7
COc1cc(CN2CCCC(N3CCc4ccccc4C3)C2)c(Cl)cc1O (stereo not given)	-2	-4	4	4	1	1	0	7	8
C1=Nc2ccccc2CN1c1ccccc1	-5	-2	-1	1	-4	-1	2	1	8
COCCCNC(=S)NNC(=O)c1ccoc1C	-5	12	-5	0	-3	7	-2	1	6
O=C(COc1ccc(Cl)cc1Cl)N1CCNC1=O	2	3	13	1	0	0	2	nt	-2
O=C(CSc1nnc(CCCO)n1-c1ccccc1)Nc1nccs1	2	-1	-4	3	5	-1	-2	-5	13
COc1ccc(C(C)=NNC(=O)c2cccc(S(=O)(=O)N3CCCC3)c2)cc1	3	nt	7	0	nt	nt	0	nt	14
CC1CCN(C(=O)NC(=O)c2ccc(Cl)cc2)CC1	3	-1	0	3	-8	-1	-2	7	18
COc1ccc(Br)cc1C(=O)Nc1ccc(C(=O)NCC(C)C)cc1	11	2	5	-3	-2	0	2	9	11
CCc1nnc(NC(=O)CSc2nnc(-c3ccco3)n2CC)s1	2	-6	11	2	-13	1	-1	3	9
CCN(CC)C(=O)Cn1cc(S(=O)(=O)CC(=O)NC2CCCCC2)c2ccccc21	-1	-2	1	-3	-3	-5	-8	-9	1
CCOC(=O)c1c(SC)nc(SC)c2c1CCC2	-1	2	-6	-3	-5	0	-1	14	7
CCc1ccc(CNC(=O)C2CC(=O)N(C3CCCC3)C2)cc1 (stereo not given)	7	5	-3	1	-3	-1	6	0	2
Cc1cn(-c2cc(C(=O)Nc3ccc(C)c(NC(=O)C(=O)c4c[nH]c5ccccc45)c3)cc(C(F)(F)F)c2)cn1	-27	-97	-56	-24	-72	-43	-3	-9	-47
Cc1ccc(NC(=O)C2CCCN(S(=O)(=O)c3cnc[nH]3)C2)cc1F (stereo not given)	2	-3	2	0	-2	1	0	4	6
COC(=O)C(C#N)c1nc2ccccc2nc1N1CCCC1 (stereo not given)	-1	0	4	6	6	0	1	4	11
CCOc1ccc(-c2cc(C(=O)N3CCN(C)CC3)c3ccccc3n2)cc1	2	3	-2	0	1	1	0	3	-1
O=C(NNC(=O)C1CC1)c1cc(Br)c(Br)s1	7	nt	13	9	nt	nt	-5	nt	-4
COc1cnc(-c2ccccn2)nc1Oc1cccc(C(F)(F)F)c1	1	3	2	10	1	0	1	-3	2
COc1cc(CNCc2ccc(C)cc2)cc(OC)c1OC	6	5	-4	-5	2	3	-1	1	6
COc1ccc2oc(C(=O)N3CCc4ccccc43)c(C)c2c1	2	-7	4	5	3	-5	1	-1	4
CCc1ccc2nc(NC(=O)c3ccc(N4C(=O)CCC4=O)cc3)sc2c1	1	-6	-5	9	-17	-5	6	-13	-7
CC(C)OCc1ccc(C(=O)N2CCN(S(=O)(=O)c3ccc(Br)s3)CC2)cc1	2	14	-5	5	0	-4	3	nt	4
CCOc1cc(NS(=O)(=O)c2ccc(NC(C)=O)cc2)c(OCC)cc1NC(=O)C(C)C	2	-4	-3	3	7	1	-3	4	3
O=c1c(Cc2ccccc2)c(O)ccn1Cc1ccc2c(c1)OCO2	-1	-3	6	0	-4	-2	-2	13	2
Cc1[nH]c2ccccc2c1C(=O)CN1CC(C)CC(C)C1 (stereo not given)	0	-3	-2	4	1	-4	2	-7	8
Nc1ccc(-c2ncc(-c3ccccc3)o2)cc1	3	1	1	9	10	6	7	8	0
Cc1ccc(C)c(C(=O)CSc2nc3ccccc3c(=O)[nH]2)c1	5	-4	3	6	5	-2	-3	-5	3
COc1nc(NC2CCCCC2)nc(NC(C)(C)C)n1	5	-4	6	3	1	0	0	8	8
O=c1cc(CN2CCN(c3ccc(O)cc3)CC2)nc2scc(-c3ccccc3)n12	3	-1	2	15	-1	-5	1	28	7
Cc1sc2ncnc(N3CCC(C(=O)NNC(=O)COc4cccc(C(F)(F)F)c4)CC3)c2c1C	-2	-8	-2	12	-2	-1	-5	6	2
O=C(O)CN1C(=O)/C(=C\c2ccccc2OCc2ccc(Cl)cc2)SC1=S	20	11	30*	18	-3	0	22*	4	5
Nc1ccccc1NC(=O)c1ccccc1	0	-6	4	-1	0	3	-7	0	-4
Cn1c(-c2sccc2OCc2ccccc2)n[nH]c1=S	12	-1	0	2	1	2	0	2	9
CCOC(=O)c1nc(NCCc2ccccc2)sc1C	7	-9	-1	9	-6	-5	8	7	5
COc1ncnc2c1oc1nc(C)c3c(c12)CC(C)(C)OC3	nt	1	nt	0	-2	1	5	9	nt
CCc1ccccc1N(C(C)=O)c1nc(CN=C=S)cs1	14	-5	4	0	1	2	4	-8	0
CCCCC[n+]1ccn(C2=C([O-])c3ccccc3C(=O)/C2=N\S(=O)(=O)c2ccccc2)c1	5	3	4	8	3	3	-9	75*	23
CCc1ccc(NC(=O)C(=O)NCC2CCCN2S(=O)(=O)c2cccs2)cc1 (stereo not given)	-3	4	-3	6	8	1	2	1	5
CCN1C(=O)C(c2ccc(O)cc2)(c2ccc(O)cc2)c2ccccc21	9	-8	9	3	7	-1	-3	3	2
CCOc1ccccc1-n1c(N)c(C(N)=O)sc1=S	-5	4	-3	0	-2	3	-4	3	15
O=C(/C=C/c1ccccc1)NC(=S)Nc1ccc(N2CCOCC2)cc1	2	1	-5	2	8	0	0	5	4
CCOC(=O)C1CCCCN1C(=O)CCc1c(C)nc2ncnn2c1C (stereo not given)	4	-2	7	1	4	-3	-1	-9	10
N/C(Cc1ccc([N+](=O)[O-])cc1)=N\OC(=O)c1ccc(Br)cc1	3	13	41*	30*	2	0	1	6	6
CC(C)c1cn(C2OC(COC(=O)c3ccccc3)C(OC(=O)c3ccccc3)C2OC(=O)c2ccccc2)c(=O)[nH]c1=O (stereo not given)	-2	-5	-2	2	-7	-2	0	-4	-6
COCCSc1nnc(NC(=O)CSc2ccccc2)s1	1	3	10	2	0	1	1	-2	1
COc1cccc(C2=NC(C)(C)NC(c3ccccc3O)C2)c1 (stereo not given)	-3	-7	-3	-2	-3	-1	-6	-20	5
CCCCN(C)C(=O)Cn1c(=O)oc2cc(S(=O)(=O)N3CC(C)CC(C)C3)ccc21 (stereo not given)	6	-4	9	-2	-1	-1	-1	-10	11
O=c1[nH]c(NCc2ccccc2)nc2c1CCC2	-4	5	0	2	1	-2	-3	-3	1
Cc1cc(Br)ccc1OCC(=O)NNC(=O)c1cnccn1	16	-6	4	0	-8	-1	1	5	2

Following part
SMILES	PAFAH1B2 FP inh	LYPLA2 counter	PAFAH2 FP inh	pPAFAH inh	PME-1 primary	LYPLA1 inh	PAD4 inh	GSTO1 counter	PAFAH1B3 FP inh
O=C(c1ccncc1)N1CCN(S(=O)(=O)c2ccccc2Br)CC1	-3	1	-3	3	0	2	7	nt	-1
O=C(Nc1ccccc1)C1=C[C@@H](c2ccc(C(F)(F)F)cc2)C[C@@H](OCCCCO)O1	0	-6	-5	6	-7	0	2	8	-2
Cc1cccc(CN2CCN(CC(=O)NCCCN3CCN(c4ccc(F)cc4)CC3)C2=O)c1	2	-2	3	8	6	1	-4	1	6
COc1ccc(Cl)cc1NC(=O)CN(C)C(=O)CN1C(=O)NC(C)(C)C1=O	4	4	4	-2	7	3	1	nt	5
C=C(C)COc1ccc(-c2[nH]ncc2Oc2cccc(OC)c2)c(O)c1	3	-4	1	15	-2	-9	2	-2	11
CC(C(=O)NN=C(c1ccccc1)c1ccccc1)N1CCCC1 (stereo not given)	-3	0	2	-7	-9	-3	-1	8	2
CN(C)c1ccc(C(=O)OCC(=O)N2CCCC2)cc1	-5	9	26	8	6	5	-4	3	-3
COC(=O)c1ccc(NC(=O)c2cn(-c3ccccc3)nc2-c2ccncc2)cc1	0	-11	-6	-6	-23	-4	-2	-3	-2
CCN(CC)c1ccc(NC(=O)c2ccc(Br)o2)c(C)c1	5	0	2	0	3	-2	-5	9	2
Cc1cc(Cl)ccc1OCCCC(=O)Nc1ccc(S(=O)(=O)Nc2ncccn2)cc1	0	-3	0	12	-5	-5	-2	-7	16
Cc1ccc(S(=O)(=O)C(c2ccccc2)c2c(C)noc2C)cc1 (stereo not given)	5	1	-13	-1	1	-3	-1	3	4
O=C(NCc1ccco1)/C(=C/c1cccnc1)NC(=O)c1cccc(Br)c1	4	2	5	4	1	-1	0	-2	-2
COC(=O)Cc1ccc(NC(=O)c2ccccc2Br)cc1	-2	2	-3	-3	2	0	-2	2	5
CC1CCCN(CC(=O)NC(=O)NC2CCCCC2)C1 (stereo not given)	1	2	1	0	4	-2	-7	nt	-4
COc1ccc(C(=O)NCCc2cccc(Cl)c2)cc1OC1CCN(C(C)=O)CC1	-7	-8	1	2	0	-1	-7	-6	-4
COc1ccc(N2CCN(C(=O)COC(=O)c3oc4ccc(OC)cc4c3C)CC2)cc1	3	8	7	5	3	0	2	3	4
O=C(COc1ccc(Cl)cc1Cl)Nc1ccccc1F	4	-7	3	2	0	-4	0	0	-5
CC(=O)c1cccc(NC(=O)c2ccc3c(c2)OCO3)c1	-9	-3	-3	5	-1	-1	-1	-5	0
OCCC1CN(Cc2cnc(-c3ccc(Cl)cc3)nc2)CCN1C1CCCC1 (stereo not given)	1	8	-8	4	0	1	-2	4	9
CC(C)(C)NC(=O)CSc1nnc(Cc2ccccc2)n1CC1CCCO1 (stereo not given)	-2	1	-12	1	2	1	3	3	-1
O=[N+]([O-])c1nn(-c2ccc3c(c2)OCCO3)n(O)c1=NC1CCCCC1	4	5	7	8	6	-3	0	0	0
CN(C(=O)Cn1nnc(-c2ccc(F)cc2)n1)C1CCS(=O)(=O)C1 (stereo not given)	-5	0	3	2	-2	1	-5	nt	4
COc1cccc(C(=O)OCC(=O)NCc2ccc3c(c2)OCO3)c1OC	-2	nt	28	14	nt	nt	-2	nt	-1
COc1ccccc1OCCNC(=O)c1cc(C2CC2)nc2c1cnn2C(C)C	0	-2	-1	0	4	-5	2	nt	6
COc1ccc(Cl)cc1NC(=O)C1CC(c2c(F)cccc2Cl)=NO1 (stereo not given)	7	-9	4	7	2	-5	0	-4	7
CCOC(=O)/C=C/C(=O)Nc1ccc(S(=O)(=O)Nc2nccs2)cc1	4	1	2	9	-4	3	-5	3	10
O=C(NC(=O)c1ccccc1)Nc1ccc(-c2cnco2)cc1	nt	-6	nt	0	-6	-4	0	-1	nt
CSc1ccc(C(=O)NCC(c2ccco2)N(C)C)cc1[N+](=O)[O-] (stereo not given)	5	-6	-2	2	-5	-3	1	3	-5

Not all compounds are listed. The share of hits here may be higher or lower than overall.
